Screening results as filed in PubChem BioAssay.
KCNQ1 inh = inhibitors of human KCNQ1 potassium channel. P51787. CHO-K1 KCNQ1, FluxOR thallium flux fluorescence; active compounds read high. B-score at 10 µM. actives 1.3% (n = 310,000). AID 2642;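 active = compounds whose thallium flux B-score, printed positive for inhibition, exceeds three library SD while starting fluorescence stays within three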;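 note: channel opened by potassium depolarization with thallium stimulus after 20 min compound exposure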
KCNK9 inh = blocks the human KCNK9 two-pore domain potassium channel; HEK293 KCNK9, FluxOR thallium flux fluorescence; active compounds read low; B-score at 10 µM; actives 1.2% (n = 310,000); Q9NPC2;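 active = ratio B-score over 3 SD below the library mean, with starting fluorescence within 5 SD of its mean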;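 note: negative B-score means less thallium flux so channel inhibition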
Target sequence (Q9NPC2 whole entry, looked up, the tested form may be a part): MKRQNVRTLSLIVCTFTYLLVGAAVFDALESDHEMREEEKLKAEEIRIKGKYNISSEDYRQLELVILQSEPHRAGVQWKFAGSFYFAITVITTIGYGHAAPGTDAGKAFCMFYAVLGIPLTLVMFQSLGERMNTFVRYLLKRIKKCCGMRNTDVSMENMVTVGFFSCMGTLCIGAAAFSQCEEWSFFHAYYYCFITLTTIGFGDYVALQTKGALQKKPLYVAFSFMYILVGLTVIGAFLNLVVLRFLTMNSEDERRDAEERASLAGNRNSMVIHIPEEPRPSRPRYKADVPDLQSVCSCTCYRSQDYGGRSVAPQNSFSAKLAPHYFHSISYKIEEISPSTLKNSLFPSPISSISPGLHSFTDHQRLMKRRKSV
MrgX1 agonist = human MrgX1 receptor agonism, primary screen. B-score at 10 µM. MrgX1-HEK293 cells, Fluo-4 calcium fluorescence, agonist mode; active compounds read high. AID 588627. actives 0.44% (n = 310,000);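 active = calcium response B-score plate-corrected fluorescence ratio at least 3 library SD, with starting fluorescence B-score inside 5 SD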
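System: HEK293 cells stably expressing human MrgX1 receptor; Dosing: test compound in the initial addition of three; Schedule: overnight plating, then 30 min 37 °C plus 30 min room-temperature dye loading; Detection: kinetic calcium dye fluorescence, Fluo-4 NW; Controls: per-plate positive and negative controls for Z′ factor.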
TMEM16A act = mouse TMEM16A channel activation, primary screen; Q8BHY3; HEK293 TMEM16A/YFP-H148Q/I152L, iodide quench fluorescence; active compounds read low; B-score at 10 µM; actives 0.3% (n = 340,000);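 active = fluorescence-ratio B-score plate-corrected deviation score at least 3 library SD below zero, with starting fluorescence score within 5 deviations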;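 note: channel opened by trigger with iodide after compound preincubation; score built on the fluorescence ratio of max minus min over baseline; more negative score means more quench and so TMEM16A activation or potentiation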
MrgX1 PAM = human MrgX1 positive allosteric modulation, primary screen; AID 588675; Q96LB2; B-score at 10 µM; MrgX1-HEK293, Fluo-4 calcium flux, FDSS; active compounds read high; actives 0.63% (n = 310,000);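 active = plate-corrected calcium response at least 3 library SD above typical, normal starting fluorescence, not activating the receptor alone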;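 note: compound read alongside a low EC10 to EC30 dose of BAM8-22 agonist; peak minus trough fluorescence over baseline measured at the second addition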
ANO1 block = inhibitors of mouse TMEM16A calcium-activated chloride channel; Q8BHY3; HEK293 TMEM16A/YFP iodide influx fluorescence, ionomycin; normalized B-score (activity score, 25-100; higher = stronger inhibition) at 10 µM; actives 1.2% (n = 310,000); AID 588511;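 active = ratio plate-corrected score three or more library SD toward inhibition, starting fluorescence score within five deviations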;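 note: score derived from kinetic fluorescence span divided by baseline fluorescence per well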
hERG rescue = compounds protecting human hERG from proarrhythmic drug block | AID 1511 | activation (rescue from dofetilide block), less the hit threshold, % at 10 µM | actives 0.51% (n = 310,000) | Q12809 | CHO-hERG, FluxOR thallium flux, dofetilide IC70 present;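 active = activation above the mean of controls blocked by dofetilide plus 5 SD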;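 note: thallium influx through hERG after potassium depolarization seen as dye fluorescence rise; in these data hits start at about 4.7%; inactives centre near -7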
RGS4 block = human RGS4 inhibition | actives 0.45% (n = 310,000) | P49798 | B-score at 10 µM | HEK293 M3R/RGS4 inducible, Fluo-4 calcium flux; active compounds read high; triggered by carbachol at its EC20;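 active = B-score, a plate-corrected calcium signal, over three deviations above library mean, with baseline fluorescence within five deviations of library mean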;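 note: RGS4 expression induced by doxycycline in cells with stable M3 receptor; B-score is computed from the integrated fluorescence ratio over baseline after carbachol; higher B-score means a larger calcium signal and so more RGS4 inhibition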
Target sequence (P49798 whole entry, looked up): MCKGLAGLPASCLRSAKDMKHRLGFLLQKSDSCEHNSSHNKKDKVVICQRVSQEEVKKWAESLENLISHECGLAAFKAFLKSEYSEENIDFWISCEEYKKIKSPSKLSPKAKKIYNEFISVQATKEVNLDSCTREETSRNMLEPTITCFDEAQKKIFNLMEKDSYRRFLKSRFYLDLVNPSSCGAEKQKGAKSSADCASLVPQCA
RGS4 pot = RGS4 potentiation or activation; HEK293 M3R/inducible RGS4, carbachol calcium flux Fluo4; active compounds read low; AID 463111; actives 0.92% (n = 310,000); B-score at 10 µM;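 active = B-score of the integrated calcium signal more than 4 SD below the library mean, with starting fluorescence not abnormally high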;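 note: negative B-score means reduced calcium response which marks RGS4 activation or potentiation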
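Detection: kinetic calcium fluorescence imaging with Fluo4-AM dye, 2 µM / Material: HEK293 cells with stable M3R and inducible RGS4 / Schedule: recording 10 s baseline at 1 Hz, 100 s post-agonist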
KCNK3 block = human KCNK3 channel inhibition, primary screen; O14649; CHO-KCNK3 thallium flux, FluxOR fluorescence; active compounds read low; B-score at 10 µM; actives 0.84% (n = 340,000); AID 602410;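 active = B-score under library mean minus 4 SD, starting fluorescence ratio at most library mean plus 5 SD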;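 note: more negative B-score means stronger inhibition of thallium flux through KCNK3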
Target sequence (O14649 whole entry, looked up): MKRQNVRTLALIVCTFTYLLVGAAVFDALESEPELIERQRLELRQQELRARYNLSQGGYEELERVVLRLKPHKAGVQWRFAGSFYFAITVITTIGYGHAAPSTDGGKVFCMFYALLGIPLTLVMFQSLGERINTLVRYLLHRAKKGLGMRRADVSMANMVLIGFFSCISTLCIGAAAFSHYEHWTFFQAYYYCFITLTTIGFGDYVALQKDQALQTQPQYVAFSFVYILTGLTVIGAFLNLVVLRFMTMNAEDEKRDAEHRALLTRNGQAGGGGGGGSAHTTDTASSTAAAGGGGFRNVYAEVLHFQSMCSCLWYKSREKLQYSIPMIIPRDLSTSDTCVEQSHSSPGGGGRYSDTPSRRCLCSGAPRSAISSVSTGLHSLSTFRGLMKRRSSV
KCNQ1 pot = potentiators or activators of human KCNQ1 potassium channel; P51787; B-score at 10 µM; actives 0.35% (n = 310,000); CHO-K1 KCNQ1, thallium flux FluxOR fluorescence; active compounds read high;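 active = fluorescence ratio B-score, a plate-corrected score, at least three library SD, with initial intensity B-score within 5 SD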
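Assay system: stable KCNQ1 CHO-K1 line; medium: assay buffer, equal DMSO in all wells; timing: 90 min dye loading and 20 min compound exposure, both at room temperature; technique: kinetic FluxOR thallium fluorescence, 10-s 1-Hz baseline, 110-s post-stimulus read; read-out basis: B score of baseline-normalized fluorescence ratio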
The depositor's hits bear a star; i = inactive; / = not tested or not shown. No enrichment for hits; any-hit rate near 6.3%.

Sequence of screens – KCNQ1 inh | hERG rescue | MrgX1 agonist | TMEM16A act | KCNK3 block | KCNK9 inh | KCNQ1 pot | MrgX1 PAM | RGS4 pot | RGS4 block | ANO1 block
> O=C(COc1ccccc1Cl)N1CCCC1
    i | -13 | i | i | i | i | i | i | i | i | i
> Cc1ccccc1-n1c(-c2cccnc2)n[nH]c1=S
    i | -6 | i | i | i | i | i | i | i | i | i
> CCOC(=O)Cn1c2ccc(C)cc2c2nc(C)sc21
    i | -4 | i | i | i | i | i | i | i | i | i
> Cc1cccc(C(=O)N/N=C/c2ccc(OCC(=O)N3CCCCC3)cc2)c1
    i | -3 | i | i | i | i | i | i | i | i | i
> CCCn1c(=O)c(C(=O)NCc2ccco2)c(O)c2ccccc21
    i | -6 | i | i | i | i | i | i | i | i | i
> CC(=O)Nc1ccc(NC(=O)C2CCCCN2S(=O)(=O)c2ccc(C(C)(C)C)cc2)cc1 (configuration not stated)
    i | -14 | i | i | i | i | i | i | i | i | i
> O=C(/C=C/c1cccs1)c1ccc(Br)cc1
    i | -9 | i | i | i | i | i | i | i | i | i
> COc1cccc(CNC(=O)CNC(=O)N2CC(=O)Nc3ccccc32)c1
    i | -7 | i | i | i | i | i | i | i | i | i
> COc1ccc(NS(=O)(=O)c2cc(NC(=O)c3ccco3)ccc2N2CCCCC2)cc1
    i | -1 | i | i | i | i | i | i | i | i | i
> COc1ccc(CCNc2ncnc3c2oc2ccccc23)cc1OC
    i | -24 | i | i | i | i | i | i | i | i | 100*
> CCOc1ccc(CNS(=O)(=O)c2c(C)nc3sccn3c2=O)cc1OC
    i | -13 | i | i | i | i | i | i | i | i | i
> Cc1ccc(C)c(S(=O)(=O)N2CCCOC2CNC(=O)C(=O)NCCC2=CCCCC2)c1 (configuration not stated)
    i | -8 | i | i | i | i | i | i | i | i | i
> Cc1cc(C)cc(NC(=O)c2nnn(Cc3cc(C)ccc3C)c2N)c1
    i | -9 | i | -4.6* | i | i | i | i | i | i | 25*
> FC(F)(F)c1cccc(NC(=S)N2CCN(c3ccccn3)CC2)c1
    i | -14 | i | i | i | i | i | i | i | i | i
> O=C1CC(c2ccccc2)CC(O)=C1C=NCCN1CCN(Cc2ccccc2)CC1 (configuration not stated)
    i | -4 | i | i | i | i | i | i | i | i | i
> CC(C(c1cccs1)c1c(N)n(C)c(=O)n(C)c1=O)[N+](=O)[O-] (configuration not stated)
    i | -8 | i | i | i | i | i | i | i | i | i
> CCOC(=O)c1cc(CC)sc1NC(=O)CC1Sc2ccc(C(F)(F)F)cc2NC1=O (configuration not stated)
    i | -2 | i | i | i | i | i | i | i | i | i
> COc1cccc(N2CCN(c3ccc4nnc(CCC(=O)Nc5ccccn5)n4n3)CC2)c1
    i | -12 | i | i | i | i | i | 7.5* | i | i | i
> CCOC(=O)C1CCN(C(=O)Nc2ccc3nc(-c4ccco4)c(-c4ccco4)nc3c2)CC1
    i | -28 | i | i | i | i | i | i | i | i | i
> CC(C)CC(=O)Nc1nnc(CCc2ccccc2)s1
    i | -3 | i | i | i | i | i | i | i | i | i
> CC(C)(C)NC(=O)NC(=O)CN1CCN(Cc2ccccc2)CC1
    i | -22 | i | i | i | i | i | i | i | i | i
> CCN(CC)CCN1C(=O)C(=O)/C(=C(/O)c2ccc(OC(C)C)cc2)C1c1ccncc1 (configuration not stated)
    i | -2 | i | i | i | i | i | i | i | i | i
> COc1ccc(OCC(=O)N2CCN(S(=O)(=O)c3ccc(Cl)cc3)CC2)cc1
    i | -8 | i | i | i | i | i | 14* | i | i | i
> COc1ccc(CCNC(=O)CCCCCNc2nc(=S)[nH]c3ccccc23)cc1OC
    i | -7 | i | i | i | i | i | i | i | i | i
> Cc1cc(NC(=O)CS(=O)(=O)Cc2ccccc2)no1
    i | -5 | i | i | i | i | i | i | i | i | i
> Cc1nc2ccccc2c(C)c1CC(=O)N(C)CC(=O)Nc1cccc(F)c1
    i | -17 | i | i | i | i | i | i | i | i | i
> Cc1cccc(C)c1-n1c(SCC(=O)NCc2ccco2)nc2ccccc2c1=O
    i | -4 | i | i | i | i | i | i | i | i | i
> O=C(O)c1ccc(N/N=C/c2cccc(C(F)(F)F)c2)cc1
    i | -3 | i | i | i | i | i | i | i | i | i
> Cc1ccnc(SC2CC(=O)N(c3ccc(Cl)cc3)C2=O)n1 (configuration not stated)
    i | -9 | i | i | i | i | i | i | i | i | i
> O=C(CSc1ccccc1)Nc1ccc(S(=O)(=O)Nc2ncccn2)cc1
    i | -9 | i | i | i | i | i | i | i | i | i
> O=C1CCCN1CCCNc1ccc2nnc(CCC(=O)N3CCN(c4ccccc4)CC3)n2n1
    i | -10 | i | i | i | i | i | i | i | i | i
> CC1(C)CC(=O)c2sc(NS(=O)(=O)Cc3ccccc3)nc2C1
    i | -10 | i | i | i | i | i | i | i | i | i
> COc1cc(C(c2c(C)[nH][nH]c2=O)c2c(C)[nH][nH]c2=O)ccc1OS(=O)(=O)c1ccc(C)cc1
    i | -14 | i | i | i | i | i | i | i | i | i
> Cn1c(=O)c(C(=O)CN2CCCCC2)c(N)n(Cc2ccccc2)c1=O
    i | -9 | i | i | i | i | i | i | i | i | i
> O=C(NCc1cccnc1)c1cccc(NC(=O)c2ccco2)c1
    i | -4 | i | i | i | i | i | i | i | i | i
> COc1ccc(S(=O)(=O)NCc2cccnc2)cc1NC(=O)c1ccc(Cl)cc1
    i | -11 | i | i | i | i | i | i | i | i | i
> C/C(=N/NS(=O)(=O)c1ccc(Cl)cc1)c1ccncc1
    i | -7 | i | i | i | i | i | i | i | i | i
> COc1ccc(CCC(=O)OCC(=O)N(C)c2c(N)n(Cc3ccccc3)c(=O)[nH]c2=O)cc1
    i | -11 | i | i | i | i | i | i | i | i | i
> CC1(C)CCc2cc(CN3CCN(c4ccccn4)CC3)ccc2O1
    i | -8 | i | i | i | i | i | i | i | i | i
> CCOc1ccc(-n2c(=O)c3sccc3n(CC(=O)NCc3ccco3)c2=O)cc1
    i | -9 | i | i | i | i | i | i | i | i | i
> CC(=O)c1cccc(NC(=O)C2C3C=CC(C3=C(c3ccccc3)c3ccccc3)C2C(=O)O)c1 (configuration not stated)
    i | -36 | i | i | i | i | i | i | i | i | i
> O=c1ccc2cc(S(=O)(=O)N3CCN(c4ccccc4)CC3)ccc2[nH]1
    i | -8 | i | i | i | i | i | i | i | i | i
> NC(=O)COc1c(-c2ccc(Br)o2)oc2ccccc2c1=O
    i | -7 | i | i | i | i | i | i | i | i | i
> O=C(NCCc1c[nH]c2ccccc12)c1cccc(S(=O)(=O)Nc2ccccc2Cl)c1
    i | -7 | i | i | i | i | i | i | i | i | i
> CCOC(=O)CNC(=S)N(Cc1ccccc1)Cc1cccs1
    i | -16 | i | i | i | i | i | i | i | i | i
> O=C(NC1CC1)C1C2C3C4CC5C3C5C4C12 (configuration not stated)
    i | -8 | i | i | i | i | i | i | i | i | i
> Cc1ccccc1Cn1c(CN2CCc3ccccc3C2)nc2c1c(=O)n(C)c(=O)n2C
    i | -8 | i | i | i | i | i | i | i | i | i
> COc1ccc2[nH]c3c(=O)n(CCCN4CCOCC4)cnc3c2c1
    i | -8 | i | i | i | i | i | i | i | i | i
> O=C(O)CSc1ncn[nH]1
    i | -5 | i | i | i | i | i | i | i | i | i
> CC(C)CC(NC(=O)c1ccccc1)C(=O)N/N=C/c1ccco1 (configuration not stated)
    i | -5 | 30* | i | i | i | i | i | i | i | i
> Cc1ccc(Cl)c2sc(NC(=O)C3CC3)nc12
    i | -1 | i | i | i | i | i | i | i | i | i
> Cc1cn(C2OC(COC(=O)c3ccccc3)C(O)C2O)c(=O)[nH]c1=O (configuration not stated)
    i | -14 | i | i | i | i | i | i | i | i | i
> NC(=O)C1CCN(C(=O)c2ccc3c(=O)n(Cc4ccco4)c(SCC(=O)c4ccc(F)cc4)nc3c2)CC1
    i | -10 | i | / | / | i | i | i | i | i | i
> OCCNCCNCc1ccc(-c2ccccc2)cc1
    i | -19 | i | / | / | i | i | i | i | i | i
> O=C(CCn1cnc2ccccc21)N/N=C/c1ccccc1O
    i | -7 | i | i | i | i | i | i | i | i | i
> CN(C)C(C)(C)/C=C/C(O)(c1ccccc1)c1ccccc1
    i | -7 | i | i | i | i | i | i | -8.7* | i | i
> COc1cc(/C=N/NC(=O)CNc2n[nH]c(=O)[nH]c2=O)ccc1OCc1ccccc1
    i | -17 | i | i | i | i | i | i | i | i | i
> CSCCC(NC(=O)COc1ccccc1)C(=O)N1CCN(c2ccccc2F)CC1 (configuration not stated)
    i | -5 | i | i | i | i | i | i | i | i | i
> CCOC(=O)N=Nc1c(O)n(CC)c2ccccc12
    i | -6 | i | i | i | i | i | i | i | i | i
> CCOc1cc(N2CCOCC2)c(OCC)cc1NC(=O)C(C)C
    i | -3 | i | i | i | i | i | i | i | i | i

In another format: 2 of the compounds above
molecule	KCNQ1 inh	hERG rescue	MrgX1 agonist	TMEM16A act	KCNK3 block	KCNK9 inh	KCNQ1 pot	MrgX1 PAM	RGS4 pot	RGS4 block	ANO1 block
CCOc1cc(N2CCOCC2)c(OCC)cc1NC(=O)C(C)C	i	-3	i	i	i	i	i	i	i	i	i
O=C(NC1CC1)C1C2C3C4CC5C3C5C4C12 (configuration not stated)	i	-8	i	i	i	i	i	i	i	i	i

(further entries)
Sequence of screens – KCNQ1 inh | hERG rescue | MrgX1 agonist | TMEM16A act | KCNK3 block | KCNK9 inh | KCNQ1 pot | MrgX1 PAM | RGS4 pot | RGS4 block | ANO1 block
> COC(=O)CC(=O)CSc1nc(C)cc(C)c1C#N
    i | -10 | i | i | i | i | i | i | i | i | i
> O=C(CN(C(=O)CNC(=O)c1cccs1)c1ccc(F)cc1)NC1CCCCC1
    i | -2 | i | i | i | i | i | i | i | i | i
> O=C(C1CCC(CNS(=O)(=O)c2ccc(F)cc2)CC1)N1CCOCC1 (configuration not stated)
    i | -8 | i | i | i | i | i | i | i | i | i
> COc1ccc(N2CCN(C(=O)C3CCCN(S(=O)(=O)c4cccc5cccnc45)C3)CC2)cc1 (configuration not stated)
    i | -9 | i | i | i | i | i | i | i | i | i
> O=C(NC(=S)NNC(=O)c1ccco1)c1ccc(Br)cc1
    6* | -9 | 135* | i | i | i | i | i | i | i | i
